TMEM16A inh: inhibitors of mouse TMEM16A calcium-activated chloride channel; actives 1.2% (n = 310,000); normalized B-score (activity score, 25-100; higher = stronger inhibition) at 10 µM; HEK293 TMEM16A/YFP iodide influx fluorescence, ionomycin;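 active = ratio plate-corrected score three or more library SD toward inhibition, starting fluorescence score within five deviations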;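 note: score derived from kinetic fluorescence span divided by baseline fluorescence per well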
TRPC6 act: activators of mouse TRPC6 channel; B-score at 10 µM; HEK293-TRPC6 membrane potential dye fluorescence; hits give high values; actives 0.13% (n = 310,000);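 active = B-score of the integrated fluorescence ratio above library mean plus 3 SD, and starting fluorescence ratio within library mean plus 5 SD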;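 note: higher score means more depolarization so channel activation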
MrgX1 PAM: allosterically activates human MrgX1 receptor signaling. Q96LB2. MrgX1-HEK293, Fluo-4 calcium flux, FDSS; hits give high values. B-score at 10 µM. actives 0.63% (n = 310,000);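 active = plate-corrected calcium response at least 3 library SD above typical, normal starting fluorescence, not activating the receptor alone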;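 note: compound read alongside a low EC10 to EC30 dose of BAM8-22 agonist; peak minus trough fluorescence over baseline measured at the second addition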
Target sequence (Q96LB2 whole entry, looked up): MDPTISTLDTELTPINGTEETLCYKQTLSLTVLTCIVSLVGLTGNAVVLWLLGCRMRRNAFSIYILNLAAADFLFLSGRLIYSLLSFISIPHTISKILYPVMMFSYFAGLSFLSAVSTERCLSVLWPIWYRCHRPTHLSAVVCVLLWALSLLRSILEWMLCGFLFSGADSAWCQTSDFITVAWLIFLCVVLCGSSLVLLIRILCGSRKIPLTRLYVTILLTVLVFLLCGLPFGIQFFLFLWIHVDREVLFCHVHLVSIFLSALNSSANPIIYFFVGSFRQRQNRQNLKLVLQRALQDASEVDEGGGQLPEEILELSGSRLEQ
TMEM16A act: activates or potentiates the mouse TMEM16A chloride channel; Q8BHY3; HEK293 TMEM16A/YFP-H148Q/I152L, iodide quench fluorescence; hits give low values; B-score at 10 µM; actives 0.3% (n = 340,000); AID 623877;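 active = fluorescence-ratio B-score plate-corrected deviation score at least 3 library SD below zero, with starting fluorescence score within 5 deviations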;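 note: channel opened by trigger with iodide after compound preincubation; score built on the fluorescence ratio of max minus min over baseline; more negative score means more quench and so TMEM16A activation or potentiation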
HDAC3 inhib: blocks human histone deacetylase 3 | actives 0.15% (n = 320,000) | O15379 | recombinant HDAC3, fluorogenic peptide/trypsin coupled, fluorescence | AID 2718 | inhibition, % at 8.3 µM; in the data active = inhibition above about 26%, passing the limit was not always enough; inconclusive = no clear call, values can overlap the other calls
Target sequence (O15379 whole entry, looked up): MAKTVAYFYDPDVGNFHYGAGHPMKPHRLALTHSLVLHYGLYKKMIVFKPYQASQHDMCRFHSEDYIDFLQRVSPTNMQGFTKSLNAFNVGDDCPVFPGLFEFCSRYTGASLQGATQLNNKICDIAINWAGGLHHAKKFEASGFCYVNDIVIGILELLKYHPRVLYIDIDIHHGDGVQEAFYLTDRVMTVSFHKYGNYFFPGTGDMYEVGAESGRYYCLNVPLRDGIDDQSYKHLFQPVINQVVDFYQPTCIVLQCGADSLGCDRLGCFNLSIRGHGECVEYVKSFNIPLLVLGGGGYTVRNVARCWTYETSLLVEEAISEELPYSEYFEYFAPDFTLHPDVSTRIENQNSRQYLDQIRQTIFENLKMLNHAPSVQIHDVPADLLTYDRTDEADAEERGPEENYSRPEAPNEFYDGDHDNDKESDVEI
RGS4 act: potentiators or activators of RGS4 | HEK293 M3R/inducible RGS4, carbachol calcium flux Fluo4; hits give low values | actives 0.92% (n = 310,000) | B-score at 10 µM;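 active = B-score of the integrated calcium signal more than 4 SD below the library mean, with starting fluorescence not abnormally high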;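 note: negative B-score means reduced calcium response which marks RGS4 activation or potentiation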
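Material: M3R-expressing HEK293 line, RGS4 induced by doxycycline | Schedule: Overnight RGS4 induction, 30 min dye load 37 °C, 20 min compound RT | Measured by: Fluo4 fluorescence kinetic imaging of calcium | Read-out: Integrated calcium ratio converted to B score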
RGS4 inh: human RGS4 inhibition | P49798 | HEK293 M3R/RGS4 inducible, Fluo-4 calcium flux; hits give high values; triggered by carbachol at its EC20 | B-score at 10 µM | actives 0.45% (n = 310,000);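 active = B-score, a plate-corrected calcium signal, over three deviations above library mean, with baseline fluorescence within five deviations of library mean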;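 note: RGS4 expression induced by doxycycline in cells with stable M3 receptor; B-score is computed from the integrated fluorescence ratio over baseline after carbachol; higher B-score means a larger calcium signal and so more RGS4 inhibition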
Target sequence (P49798 whole entry, looked up): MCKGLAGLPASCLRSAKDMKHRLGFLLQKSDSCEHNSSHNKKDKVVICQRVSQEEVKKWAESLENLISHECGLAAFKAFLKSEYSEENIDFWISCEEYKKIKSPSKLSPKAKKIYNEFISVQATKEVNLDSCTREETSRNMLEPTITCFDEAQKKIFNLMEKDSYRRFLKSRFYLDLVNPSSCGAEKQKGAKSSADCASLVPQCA
MrgX1 antagonist: human MrgX1 receptor antagonism, primary screen; Q96LB2; MRGX1-HEK293 calcium flux, Fluo-4, BAM8-22 antagonism; hits give low values; B-score at 10 µM; actives 1.3% (n = 310,000); AID 588676;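 active = calcium-response B-score plate-corrected more than 3 library SD below zero, starting fluorescence within 5 deviations, no agonist response on first addition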;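 note: peak minus trough fluorescence over baseline after final BAM8-22 challenge near maximal dose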
MrgX1 agonist: human MrgX1 receptor agonism, primary screen | Q96LB2 | MrgX1-HEK293 cells, Fluo-4 calcium fluorescence, agonist mode; hits give high values | B-score at 10 µM | actives 0.44% (n = 310,000) | AID 588627;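 active = calcium response B-score plate-corrected fluorescence ratio at least 3 library SD, with starting fluorescence B-score inside 5 SD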
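Material: HEK293 cells stably expressing human MrgX1 receptor | Quantity: 15,000 cells per well | Times: Cells plated overnight, dye loaded 0.5 h 37 °C, 0.5 h room temperature | Measured by: Kinetic Fluo-4 NW fluorescence of intracellular calcium | Control set: Positive and negative controls per plate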
TRPC6 inhibitor: blocks the mouse TRPC6 cation channel | B-score at 10 µM | HEK293-TRPC6, membrane potential dye, ACh-evoked depolarization; hits give low values | actives 1.1% (n = 310,000);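 active = B-score under library mean minus 3 SD, initial fluorescence not abnormally high, positive integrated signal ratio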;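 note: B-score derived from integrated fluorescence ratio over the kinetic read; more negative B-score means stronger inhibition of depolarization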
SKKanGAS inh: blocks kanamycin growth of S. pyogenes SKKanGAS strain; BacTiter-Glo, 6 h; inhibition, % at 7.5 µM; actives 1.3% (n = 300,000); AID 1662;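 active = mean replicate score, as percent of positive control median, at least 50; inconclusive = mean below 50 but one replicate at or above 50; inactive = mean and every replicate below 50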;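 note: strain carries kanamycin resistance gene driven by streptokinase promoter and grows in 40 µg/ml kanamycin; loss of luminescence reflects streptokinase promoter inhibition or plain growth inhibition; 0% = median of DMSO wells and 100% = positive control at its reference dose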
* = called active by the depositor; i = inactive; ? = inconclusive; · = not tested or not shown; & = joins results of further samples.

SMILES	TMEM16A inh	TRPC6 act	MrgX1 PAM	TMEM16A act	HDAC3 inhib	RGS4 act	RGS4 inh	MrgX1 antagonist	MrgX1 agonist	TRPC6 inhibitor	SKKanGAS inh
CCOC(=O)c1[nH]c(COC(=O)CCOc2ccccc2OC)c(C(=O)OCC)c1C	i	i	i	i	1	i	i	i	i	i	8
CCCCn1c(-c2nn(C)cc2Cl)n[nH]c1=S	i	i	i	i	6	i	i	i	i	i	3
Cc1ccccc1C(=O)c1c[nH]c(C(=O)NCC2CCCO2)c1 (centres undefined)	i	i	i	i	3	i	i	i	i	i	-4
CCOC(=O)C1CCN(S(=O)(=O)c2cccc(-c3cn4cc(C)ccc4n3)c2)CC1	i	i	i	i	3	i	i	i	i	i	-5
O=C(Cc1ccc2c(c1)OCCO2)c1c(O)cc(O)cc1O	i	i	i	i	8	i	i	-5.2*	i	i	17
O=C(CCC1CCCN(C(=O)c2ccsc2)C1)NCc1ccc(F)c(F)c1 (centres undefined)	i	i	i	i	-5	i	i	i	i	i	-2
COc1ccc(/C(N)=N/OC(=O)C2CCC(=O)N2S(=O)(=O)c2ccc(C)cc2)cc1OC (centres undefined)	i	i	i	i	1	i	i	i	i	i	0
CC(O)CNC(=O)c1ccc(-c2nn(C)c(=O)c3ccccc23)cc1 (centres undefined)	i	i	i	i	-2	i	i	i	i	i	-1
CC(C)N1CCc2c(sc(NC(=O)c3cc(-c4cccs4)nc4ccccc34)c2C(N)=O)C1	i	i	i	i	12	-11*	i	i	i	i	19
Cc1cc(C)c(NC(=O)C2CCCO2)c(C)c1 (centres undefined)	i	i	i	i	3	i	i	i	i	i	4
COc1ccc(CN2CCC(=O)N([C@H](CO)c3ccccc3)CC2)cc1	i	i	i	-11*	-1	i	i	i	i	i	2
CCN1CCN(c2ccc(S(=O)(=O)N(CC)CC)cc2[N+](=O)[O-])CC1	i	i	i	i	4	i	i	i	i	i	2
Cc1ccc(S(=O)(=O)NC(Cc2c[nH]c3ccccc23)C(=O)O)cc1 (centres undefined)	i	i	i	i	0	i	i	i	i	i	-2
CCCC/C=C1\CCc2c([nH]c3ccccc23)C1=O	i	i	i	i	2	i	i	i	i	i	-2
CCC(C)c1ccccc1NC(=O)CN1CCN(C/C=C/c2ccccc2)CC1 (centres undefined)	i	i	i	i	7	-10*	i	i	i	i	-3
NC(=O)Cn1cc(/C=N\NS(=O)(=O)c2ccc(F)cc2)c2ccccc21	i	i	i	i	·	i	i	i	i	i	9
Clc1ccc(C(CCN2CCCC2)Cc2ccccc2)cc1 (centres undefined)	i	i	i	i	9	i	i	i	i	i	5
O=C(NC(=S)NN1CCCCC1c1cccnc1)c1ccc(Cl)cc1Cl (centres undefined)	i	i	i	i	2	i	i	i	i	i	14
CNC(=O)C(=O)Nc1c(C)cc(C)cc1C	i	i	i	i	-1	i	i	i	i	i	-5
O=C(O)c1ccccc1NC(=O)c1ccccc1-c1ccccc1C(=O)O	i	i	i	i	-1	i	i	i	i	i	1
CC(NC(=O)c1ccco1)C(=O)N1CCCCC1 (centres undefined)	i	i	i	i	2	i	i	i	i	i	5
CCOc1cc(/C=N/NC(=O)c2ccc(N(C)S(=O)(=O)c3ccccc3)cc2)ccc1OC	i	i	i	i	-3	i	i	i	i	i	1
CC(=O)NCCOc1nc(N(C)C)nc(N(C)C)n1	i	i	i	i	1	i	i	i	i	i	-1
COc1ccc(-c2cc3c(=O)n(CC(=O)NCCCN4CCN(Cc5ccccc5)CC4)ncn3n2)cc1	i	i	i	i	-2	i	i	i	i	i	1
CCCN(CCC)CCCNC(=O)C1c2cc(OC)c(OC)cc2C(=O)N(C)C1c1cccs1 (centres undefined)	i	i	i	i	6	i	i	i	i	i	4
(listing goes on)
SMILES	TMEM16A inh	TRPC6 act	MrgX1 PAM	TMEM16A act	HDAC3 inhib	RGS4 act	RGS4 inh	MrgX1 antagonist	MrgX1 agonist	TRPC6 inhibitor	SKKanGAS inh
COc1ccc(C(CNC(=O)COc2ccccc2-c2ccccc2)N2CCOCC2)cc1 (centres undefined)	i	i	i	i	13	i	i	i	i	i	-13
CCCCOC(=O)C1=C(N)N2C(=O)C(C)SC2=C(C(=O)OCC)C1c1ccc(O)c(OC)c1 (centres undefined)	i	i	i	i	5	i	i	i	i	i	7
Cc1noc(C)c1COC(=O)c1ccccc1Sc1ccccc1C#N	i	i	i	i	4	i	i	i	i	i	-4
O=C(Nc1ccccc1F)C1COc2ccccc2O1 (centres undefined)	i	i	i	i	13	i	i	i	i	i	9
CC(Oc1ccccc1[N+](=O)[O-])C(=O)N/N=C/c1ccoc1 (centres undefined)	i	i	i	i	3	i	i	i	i	i	1
Cc1ccccc1NC(=O)NCC1CCCO1 (centres undefined)	i	i	i	i	6	i	i	i	i	i	3
COC(=O)c1cccnc1-n1c(=O)c2cccnc2n(CC(=O)Nc2ccc(Br)cc2)c1=O	i	i	i	i	-1	i	i	i	i	i	-2
COC(=O)[C@@H](Cc1ccccc1)NC(=O)[C@H]1CCC(=O)N1C(=O)OCc1ccccc1	i	i	i	i	4	i	i	i	i	i	5
Clc1ccc(-c2csc(N/N=C\c3cccnc3)n2)cc1	i	i	i	i	3	i	i	i	i	i	9
OC(CNCC1CCCO1)Cn1c2ccccc2c2ccccc21 (centres undefined)	i	i	i	i	2	i	i	i	i	-6.5*	-7
O=C(NCCCN1CCCC1=O)c1cccc(Oc2ccccc2)c1	i	i	i	i	-2	i	i	i	i	i	-1
COc1nc(Nc2ccccc2F)nc(OC)n1	i	i	i	i	6	i	i	-8.1*	i	i	3
Cc1cc(C2C(C#N)=C(N)SC(N)=C2C#N)c(C)s1	i	i	i	i	6	i	i	i	i	i	8
COCCn1c(-c2ccc(C)cc2)nc2oc3cc(OC)ccc3c(=O)c2c1=O	i	i	i	i	-6	i	i	i	i	i	1
O=C(CC1(O)C(=O)N(CCc2ccccc2)c2ccccc21)c1ccccn1 (centres undefined)	i	i	i	i	-1	i	i	i	i	i	1
CCCCOc1ccc(C(=O)OCC(=O)Nc2cc(C)on2)cc1	i	i	i	i	10	i	i	i	i	i	10
O=[N+]([O-])c1cccc(N(CC(O)CN2CCCCC2)S(=O)(=O)c2ccccc2)c1 (centres undefined)	i	i	i	i	2	i	i	i	i	i	-3
CCOC(=O)c1ccc(N=c2sc(C(=O)OC)cc(=O)n2CCCN2CCOCC2)cc1	i	i	i	i	5&0	i	i	i	i	i	7&-6
CN(C)/C=C/C(=O)c1ccc(Cl)cc1Cl	i	i	i	i	3	i	i	i	i	i	6
CCOC(=O)N1CCN(S(=O)(=O)c2ccc(C(=O)Nc3ccc4c(c3)C(=O)NC4=O)cc2)CC1	i	i	i	i	·	i	i	i	i	i	-2
Cc1n[nH]c(=S)n1/N=C/c1ccc(OCc2ccc(Cl)cc2)cc1	i	i	i	i	-3	i	i	i	i	i	12
CC1CCCN(C(=O)CN2CCC(c3nc4ccc(Cl)cc4[nH]3)CC2)C1 (centres undefined)	i	i	i	i	2	i	i	i	i	i	-16
COc1cccc(NC(=O)c2cc3cccc(OC)c3o/c2=N\O)c1	i	i	i	·	·	i	6.1*	i	i	i	-7
CC1(C)CC(=O)C=C(Nc2ccc(S(N)(=O)=O)cc2)C1	i	i	i	i	4	i	i	i	i	i	0
Cc1noc(C)c1COc1ccc(CC(=O)NCc2ccccc2)cc1	i	i	i	i	-1	i	i	i	i	i	-3
Remaining list, next part
SMILES	TMEM16A inh	TRPC6 act	MrgX1 PAM	TMEM16A act	HDAC3 inhib	RGS4 act	RGS4 inh	MrgX1 antagonist	MrgX1 agonist	TRPC6 inhibitor	SKKanGAS inh
Cc1cc(N(CN2CCCC2=O)C(=O)c2ccccc2)no1	i	i	i	i	-6	i	i	i	i	i	-23
C=CCN=C(NC#N)SCc1ccccc1Cl	i	·	i	i	-4	·	·	i	i	·	·
O=C1COc2ccc(C(=O)COC(=O)/C=C/c3cccc(F)c3)cc2N1	i	i	i	i	1	i	i	i	i	i	1
Cc1cc(C)n(C2=NS(=O)(=O)c3ccccc32)n1	i	i	i	i	0	i	i	i	i	i	-6
Cn1nc(OC(=O)Nc2cccc(Cl)c2)cc1C(F)(F)F	i	i	i	i	11	i	i	i	i	i	4
Cc1cccc(NC(=O)NCCCCc2ccccc2)c1	i	i	i	i	5	i	i	i	i	i	35
Cc1cc(C)c(S(=O)(=O)NCCC2CCCN2C)c(C)c1 (centres undefined)	i	i	i	i	-27	i	i	i	i	i	3
Cc1cccc(N=C2NC(=O)CS2)c1	i	i	i	i	-6	i	i	i	i	i	-3
Cc1ccc2nc(Cl)c(C3CC(c4ccco4)=NN3S(C)(=O)=O)cc2c1 (centres undefined)	i	i	i	i	·	i	i	i	i	i	3
CCCCn1c(N)c(N(CC)C(=O)c2cccc(F)c2)c(=O)[nH]c1=O	i	i	i	i	-16	i	i	i	i	i	8
Cc1ccc(F)c(NC(=O)c2c(-c3ccccc3)noc2C)c1	i	i	i	i	-1	i	i	i	i	i	-3
CC(=O)c1ccccc1NC(=O)COC(=O)c1ccc2c(c1)nc(C)n2-c1ccccc1	i	i	i	·	-1	i	i	i	i	i	5
O=C(NCCCCO)C(F)(F)C(F)(F)C(F)(F)C(=O)NCCCCO	i	i	i	i	-7	i	i	i	i	i	7
O=c1c2ccccc2nc(SCc2nc3ccccc3s2)n1Cc1ccco1	i	i	i	i	-1	i	i	i	i	i	16
CCOC(=O)Cc1csc(NC(=O)c2c(-c3c(Cl)cccc3Cl)noc2C)n1	i	i	i	i	5	i	i	i	i	i	-7
CCCc1cc(=O)[nH]c(SCC(=O)N2CCN(S(=O)(=O)c3ccc(C)cc3C)CC2)n1	i	i	i	i	8	i	i	i	i	i	9
C#CCOCCOCCOCCNc1nc(N2CCN(C(=O)CCCCCCCCCCNC(=O)[C@H](CCCCN)n3cc(CCO)nn3)CC2)nc(N2CCN(C(=O)CCCCCCCCCCNC(=O)[C@H](CCCCN)n3cc(C[C@@H](C)CC)nn3)CC2)n1	100*	·	i	·	?	·	·	i	83*	·	·
CCOc1ccccc1C1C2C(=O)N(c3ccccc3)C(=O)C2ON1c1ccccc1 (centres undefined)	i	i	i	i	5	i	i	i	i	i	7

Screening data: PubChem BioAssay, several laboratories
